# NPYLR7 ag = activates Aedes aegypti NPYLR7 receptor; activation, % at 10 µM; HEK293T NPYLR7/Galpha15, GCaMP6s calcium fluorescence; AID 1259423; 270,000 compounds, 0.15% hits; in the data active means activation above about 40%;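 further: 0% = vehicle and 100% = reference agonist at the receptor; some compounds past the cut are filed as inactive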
# hcGAS inh = inhibitors of human cGAS; inhibition, % at 12.5 µM; Q8N884; recombinant h-cGAS, ATP depletion, Kinase-Glo luminescence; AID 1259398; 290,000 compounds, 0.081% hits;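 further: 0% = vehicle reaction and 100% = reaction without DNA for no activity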
# Target sequence (Q8N884 whole entry, looked up): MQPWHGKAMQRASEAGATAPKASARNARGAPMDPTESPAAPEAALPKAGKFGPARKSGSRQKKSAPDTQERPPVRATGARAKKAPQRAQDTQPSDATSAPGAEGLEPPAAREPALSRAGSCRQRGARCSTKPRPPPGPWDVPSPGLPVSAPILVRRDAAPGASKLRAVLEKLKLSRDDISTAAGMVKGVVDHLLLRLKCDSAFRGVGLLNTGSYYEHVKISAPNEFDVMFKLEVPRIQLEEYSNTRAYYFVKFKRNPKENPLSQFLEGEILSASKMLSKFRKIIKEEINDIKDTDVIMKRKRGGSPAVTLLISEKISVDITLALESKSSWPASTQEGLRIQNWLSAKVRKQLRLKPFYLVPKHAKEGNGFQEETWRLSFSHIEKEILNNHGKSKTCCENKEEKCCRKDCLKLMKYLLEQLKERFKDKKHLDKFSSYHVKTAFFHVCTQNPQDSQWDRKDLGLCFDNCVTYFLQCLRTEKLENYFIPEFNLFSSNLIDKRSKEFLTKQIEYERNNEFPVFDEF
# mcGAS inh = blocks mouse cGAS activity. Q8C6L5. 160,000 compounds, 0.15% hits. recombinant cGAS, Kinase-Glo ATP depletion luminescence. inhibition, % at 12.5 µM;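 further: 0% = negative control wells and 100% = reference inhibitor with no enzyme activity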
# An asterisk follows results filed as active; . = no result given; & = joins results of further samples. Unless noted, no stated cut-off is given here; in the data, active means inhibition above about 40%; inactive means the rest.
(1) CSCCC(C)N(C)c1ncc(C(N)=O)cc1Cl (stereo not given)
(2) COCC(=O)N(Cc1csc(COc2ccccc2OC)n1)C1CC1
(3) CC(C)N1CCC(NC(=O)c2cc(C(C)(C)C)[nH]c(=O)n2)CC1
(4) Cc1cccc(CNC(=O)c2sc(=O)n(Cc3ccc(S(C)(=O)=O)cc3)c2C)c1
(5) O=C(Cc1ccccc1)N1CCN(c2cc(Oc3ccc(F)c(F)c3)ncn2)CC1
(6) COc1ccc(-n2c(SCc3ccc(C(=O)N4CCOCC4)cc3)nnc2-c2ccncc2)cc1
(7) CCCS(=O)(=O)N1CCN(c2nc(C)nc(COC)c2Cc2cccc(C)c2)CC1
(8) O=C(O)CCCCC(CCSCc1ccccc1)SCc1ccccc1 (stereo not given)
assay / compound	1	2	3	4	5	6	7	8
NPYLR7 ag	-3	25	.	5	10	1	2	-2
hcGAS inh	-6	-4	-14	-6	-5	-1	3	-3
mcGAS inh	.	-6	-7	.	-4	-3	0	-5

(9) CC(CCc1ccccc1)NC(=O)c1cc(-c2ccccc2F)nc2cc(C(C)(C)C)nn12 (stereo not given)
(10) N#Cc1ccc(-c2cccc(CNC(=O)NCc3ccon3)c2)s1
(11) CNC(=O)c1nnc2n1CCN(C(=O)c1ccc(C)c(F)c1)C2
(12) Cn1cnnc1Sc1c(NCc2ccco2)c2ccccc2[nH]c1=O
(13) CN(C)C(=O)CNc1nc(CSc2ccccc2)nc2sc3c(c12)CCCC3
(14) O=C(CNS(=O)(=O)c1cc(Br)ccc1F)N1CCCC1
(15) Cc1ccc(/C=N\NC(=O)Cn2cnc([N+](=O)[O-])n2)cc1
(16) Cc1noc(C)c1CN(C)Cc1cccn1S(=O)(=O)c1ccccc1
assay / compound	9	10	11	12	13	14	15	16
NPYLR7 ag	16&-3	-11	7	5	3	-4	-9	3
hcGAS inh	-7&-2	6	-6	-1	-6	0	-5	-3
mcGAS inh	-8&-8	.	.	.	.	0	-5	.

# 5 structures already listed, ordered by molecular weight, high to low:
(9) CC(CCc1ccccc1)NC(=O)c1cc(-c2ccccc2F)nc2cc(C(C)(C)C)nn12 (stereo not given)
(13) CN(C)C(=O)CNc1nc(CSc2ccccc2)nc2sc3c(c12)CCCC3
(12) Cn1cnnc1Sc1c(NCc2ccco2)c2ccccc2[nH]c1=O
(11) CNC(=O)c1nnc2n1CCN(C(=O)c1ccc(C)c(F)c1)C2
(15) Cc1ccc(/C=N\NC(=O)Cn2cnc([N+](=O)[O-])n2)cc1
assay / compound	9	13	12	11	15
NPYLR7 ag	16&-3	3	5	7	-9
hcGAS inh	-7&-2	-6	-1	-6	-5
mcGAS inh	-8&-8	.	.	.	-5

# (cont.)
(17) COCCCN(CC(=O)N(Cc1cccn1Cc1ccc(F)cc1)C1CCCCC1)C(=O)c1ccc(OC)cc1
(18) C=CCNC(=S)NN1CCN(C)CC1
(19) CCC#CCN1CC(C)(C)CN(C(=O)c2ccc(OC)cc2)CC1=O
(20) CCOCc1cc(CN2CCN(CCC(C)C)C(CCO)C2)ccc1OC (stereo not given)
(21) CN1CCN(C(c2ccncc2)c2ccc3cccnc3c2O)CC1 (stereo not given)
(22) Cc1ccccc1COc1cn(CC(=O)Nc2ccc(F)cc2)c(CO)cc1=O
(23) CSc1ccccc1C(=O)NCc1c(C)ncc2c1CCN(C(=O)c1cc3ccccc3o1)C2
(24) C=CCN(Cc1cn(C)nc1-c1ccc(C2CCCCC2)cc1)C1CCS(=O)(=O)C1 (stereo not given)
assay / compound	17	18	19	20	21	22	23	24
NPYLR7 ag	-8	9	9	1	13	11	5	2
hcGAS inh	-5	-2	-7	-3	-3	-10	-6	-3
mcGAS inh	-6	.	-3	-10	.	-5	-10	-10

(25) O=C(NCC1CC1)C1=CN2CCN(Cc3ccccc3)C(=O)N=C2O1
(26) CN1CCC(N(Cc2ccco2)C(=O)/C=C/c2ccncc2)CC1
(27) COc1ccc(-c2cc(C(=O)NCCC(c3ccccc3)c3ccccc3)n(-c3ccc(Cl)cc3)n2)c(OC)c1
(28) CCc1nc2ccc(C(=O)NCc3ccccc3OC)cn2c1N(C)CCN1CCOCC1
(29) COc1ccc(C(=O)NCC2Cc3cc(Oc4ccccc4)ccc3O2)c(OC)c1 (stereo not given)
(30) Cc1ccc(CNC(=O)C(=O)NCCc2ccc(N(C)C)cc2)cc1
(31) COc1ccc(-c2ccc(/C=C3/SC(=S)NC3=O)o2)cc1Cl
(32) O=C1C(CCc2ccccc2)ON=C(c2cnccn2)N1Cc1ccc(F)cc1 (stereo not given)
assay / compound	25	26	27	28	29	30	31	32
NPYLR7 ag	0	15	0	2	19	-8	-7	9
hcGAS inh	-3	-6	-16	-1	-4	9	8	-8
mcGAS inh	.	-15	-5	-2	-5	.	13	.

(33) C#CCOCC(O)CN(Cc1ccc(OC)cc1)CC1CCCO1 (stereo not given)
(34) CN(CCCC(=O)Nc1ccc2[nH]c(=S)oc2c1)C(=O)OC(C)(C)C
(35) O=C(Cc1csc(Nc2ccc(F)cc2)n1)NCC1CCCO1 (stereo not given)
(36) CC(CCn1cccn1)NCc1ccc2nonc2c1 (stereo not given)
(37) COCC(=O)Nc1ccc(N(C)C)c(CN(CC2CCCO2)C(=O)NC(C)C)c1 (stereo not given)
(38) C[C@@H]1CCN(C(=O)CC#N)C[C@@H]1N(C)c1ncnc2[nH]ccc12
(39) CC1Cc2cc(-c3cc(CNC(=O)Cc4noc5ccccc45)no3)ccc2O1 (stereo not given)
(40) Cc1ccc(C)c(CN(Cc2ccc3c(c2)OCO3)CC(C)O)c1 (stereo not given)
assay / compound	33	34	35	36	37	38	39	40
NPYLR7 ag	19	-1	12	.	-10	-8&0	-1	6
hcGAS inh	-5	1	-9	-3	-3	-5&-4	4	-6
mcGAS inh	-5	.	.	-16	2	-10&-8	.	-8

(41) COC(=O)[C@]1(C)C[C@H](C(=O)N(C)Cc2ncc(C)[nH]2)[C@H](c2ccccc2)N1C
(42) COc1ccc(F)cc1C(=O)N(C)C
(43) COC(=O)c1ccc2c(c1)CC(CNC(=O)c1cc(OC)c(OC)c(OC)c1)O2 (stereo not given)
(44) c1ccc(COC2CCN(Cc3ccco3)CC2)cc1
(45) COCc1cn([C@H]2CO[C@H]3[C@@H]2OC[C@@H]3NC(=O)N2CCOCC2)nn1
(46) COc1cc(S(=O)(=O)Nc2ccccc2F)c(OC)cc1Cl
(47) CCOCCCC(=O)NC(c1ccccc1C)C(C)(C)C (stereo not given)
(48) CN(Cc1cc2cc(F)ccc2[nH]1)Cc1nc(C(c2ccccc2)c2ccccc2)no1
assay / compound	41	42	43	44	45	46	47	48
NPYLR7 ag	5	13	0	6	-8	4	0	4
hcGAS inh	-6	-3	-7	-3	-6	-3	-1	-3
mcGAS inh	.	.	-9	.	-8	.	.	-10

(49) Cc1ccc(C(=O)N2CCCCC2)c(C2CCN(CC(C)C)CC2)n1
(50) CCOC(=O)c1nn(-c2ccccc2C)c(=O)cc1NC(=O)C1CCCCC1
(51) O=C(Nc1cc(C(F)(F)F)cc(C(F)(F)F)c1)c1cccn(OCc2ccccc2)c1=O
(52) Cc1ccc(C(=O)Nc2ccc(C(=O)NCC(N)=O)cc2)cc1Cl
(53) COc1ccc(N2CCN(C3CCCNC3)CC2)cc1 (stereo not given)
(54) Cc1ccc(C2c3c(oc4cc(C)c(C)cc4c3=O)C(=O)N2c2cc(C)on2)cc1 (stereo not given)
(55) Cc1ccccc1CC(=O)N1CCC(n2nccc2NC(=O)CCOc2ccccc2)CC1
(56) O=C(Nc1ccc(Cl)cc1)Nc1ccc(I)cc1F
assay / compound	49	50	51	52	53	54	55	56
NPYLR7 ag	.	.	11	0	-2	5	-1	1
hcGAS inh	-14	-2	-5	-10	2	-5	-6	-7
mcGAS inh	-7	-5	-8	.	2	.	-2	.

(57) O=C(NCCCN1CCCC1)C1CC(=O)N(C2CCCC2)C1 (stereo not given)
(58) CCN(C(=O)Cn1cc([N+](=O)[O-])ccc1=O)C1CCS(=O)(=O)C1 (stereo not given)
(59) COc1ccccc1-c1cc(C(=O)N2CCC(C)CC2)n2nc(-c3ccccc3)cc2n1
(60) Cc1ccc2n1CCN(C(=O)c1ccc(-n3cncn3)c(F)c1)C2C (stereo not given)
(61) COc1ncc(CN2CCC3(CCCN(CCC4CCCCC4)C3=O)C2)cn1 (stereo not given)
(62) C=CCc1cccc(C=Nc2ccc3nc[nH]c3c2)c1O
(63) CCCc1c(C)nn(-c2ccc(C(=O)NC3CCCC(C)C3)cc2)c1C (stereo not given)
(64) CCc1nc2n(n1)C(=O)C(C(c1ccccc1)N1CCOCC1)S2 (stereo not given)
assay / compound	57	58	59	60	61	62	63	64
NPYLR7 ag	4	0	6&-10	7	0	-11	-6	-4
hcGAS inh	2	-3	-3&9	-4	2	-4	-4	-3
mcGAS inh	.	.	-9&1	.	.	.	-4	-6

(65) Cc1ccc(CN2C(=O)C(C)ON=C2c2ccccc2F)cc1 (stereo not given)
(66) CN1C(=O)CC(C(=O)Nc2ccccc2F)SC1=Nc1ccccc1 (stereo not given)
(67) Cn1cnnc1C1CCCN(c2ncnc3ccccc23)C1 (stereo not given)
(68) Cc1ccccc1-n1nc2c(c1NC(=O)c1ccc(N3C(=O)CCC3=O)cc1)CSC2
(69) Cc1cc(C)c(-c2csc(NC(=O)CCc3c(C)nc4nc(N)nn4c3C)n2)c(C)c1
(70) CC(Cn1cncn1)NCc1nc2cc(C(C)(C)C)ccc2o1 (stereo not given)
(71) COCCCn1c(C(=O)Nc2ccccc2C(N)=O)cc2c(=O)n(C)c(=O)n(C)c21
(72) C=CCn1cc(CN(C)C(C)c2ccon2)c(C)n1 (stereo not given)
assay / compound	65	66	67	68	69	70	71	72
NPYLR7 ag	5	1	1	8	2	14	-1	5
hcGAS inh	2	-5	-3	9	-5	-5	4	-5
mcGAS inh	.	-4	-16	.	-8	-8	0	-17

(73) O=C(NCCn1ncc2c(=O)n(Cc3ccccc3)cnc21)c1ccc(Br)o1
(74) COCC(NC(=O)C(=O)N1CCc2ccccc2C1)c1ccnn1C (stereo not given)
(75) [O-][n+]1onc2c1CCc1nnccc1-2
(76) Cc1ccccc1CN1CCC(CNC(=O)Cc2cccnc2)C1 (stereo not given)
(77) N#Cc1ccc(Oc2cccc(C(=O)O)c2)cc1
(78) COc1ccc(C=C2N=C(c3cccc(F)c3)OC2=O)cc1
(79) COc1ccccc1OCCOc1ccccc1OC
(80) CN(C)CCN(C(=O)CN1C(=O)c2ccccc2C1=O)c1nc2ccc(Cl)cc2s1
assay / compound	73	74	75	76	77	78	79	80
NPYLR7 ag	20	9	-10	3	-6	3	-1	-8
hcGAS inh	-3	-3	-5	-8	-5	-10	-8	-12
mcGAS inh	-8	.	.	-10	.	.	-4	-7

(81) CC(NC(=O)c1ccc(-c2cc(-c3cccc4ccccc34)[nH]n2)cc1)c1ccc(Br)cc1 (stereo not given)
(82) COc1cccc(-n2c(N)c(C#N)c3nc4ccccc4nc32)c1
(83) Cn1ccnc1CC(NC(=O)c1cccc(Cl)c1Cl)c1ccccc1 (stereo not given)
(84) CCOC(=O)CCNC(=O)C1(c2cccc(C)c2)CC1
(85) O=C1C2C3C=CC(CNc4ccccc4)(O3)C2C(=O)N1c1ccccc1 (stereo not given)
(86) Cc1ccc(S(=O)(=O)Nc2cc(Br)cn(C)c2=O)c(F)c1
(87) COc1cc(OC)cc(C(=O)N(Cc2ccco2)Cc2cc3c(cc2Cl)OCO3)c1
(88) COc1ccc(C(C)C)cc1-c1cnc2[nH]c(=O)n([C@H](C)c3ccccc3)c2n1
assay / compound	81	82	83	84	85	86	87	88
NPYLR7 ag	-1	8	0	-7	-4	3	-3	-6
hcGAS inh	-6	-4	-7	0	-3	-6	-2	-3
mcGAS inh	-7	.	.	.	.	.	-3	-2

(89) COCc1nnc(NC(=O)CN2CCCC3(C2)CN(C)C(=O)O3)s1 (stereo not given)
(90) CC(C)(C)c1cc(N=CCc2nnnn2-c2ccc3ccccc3c2)no1
(91) CC(C)Nc1ccc(C(=O)N2CCCCC2)cn1
(92) COc1ccccc1-n1c(C(C)N(Cc2ccccc2)C(=O)c2ccc(Cl)cc2Cl)nc2ccccc2c1=O (stereo not given)
(93) CC1(Cc2ccc(F)c(Cl)c2)C(=O)Nc2ccc(-c3ccncc3)cc21 (stereo not given)
(94) O=S(=O)(N1CCc2ccccc2C1)N1CCCC1Cn1ccnc1 (stereo not given)
(95) Cc1ccc(-n2c(Cc3c(C)n[nH]c3C)n[nH]c2=O)cc1C
(96) CN(C)CC(=O)Nc1sc2c(c1C#N)CCCC2
assay / compound	89	90	91	92	93	94	95	96
NPYLR7 ag	1	6	-10	.	3	5	10	-4
hcGAS inh	-3	-10	-3	-11	0	-6	-4	-8
mcGAS inh	.	.	.	-6	-2	.	.	.

(97) CC1(C(=O)NCc2ccc(F)c(F)c2)Cc2c(-c3ccccc3)ccnc2O1 (stereo not given)
(98) Cc1c(NCc2cccnc2)cccc1C(=O)NCc1ccc2nonc2c1
(99) CC1(C(=O)Nc2nc(-c3cccc(Cl)c3)ns2)CCOCC1
(100) Cn1c(Cn2cncn2)nnc1C1CCN(C2CCOCC2)CC1
(101) CC(C)C(NC(=O)c1ccco1)C(=O)OCC(=O)Nc1ccc(F)cc1[N+](=O)[O-] (stereo not given)
(102) COC(=O)c1ccc2c(c1)nc(N1CC(c3cccnc3)C1)n2C
assay / compound	97	98	99	100	101	102
NPYLR7 ag	-3	10	-24	.	23	-5
hcGAS inh	-3	-5	-10	-14	-5	-2
mcGAS inh	-7	.	.	-7	-3	0
